3T3 cytotox: Cytotoxic Profiling in NIH 3T3 Cell Line of Diverse Libraries Using Quantitative High-Throughput Screening | NIH 3T3 viability, CellTiter-Glo ATP luminescence, 48-72 h | Potency, µM (doses to about 96.7 µM), for the others: at the highest dose activity change, negative = cytotoxicity, usual class: inhibitors | actives 4.3% (n = 94,000); note: potency is the fitted concentration of half-maximal effect; nearly all actives have a fitted effect of over 55% in size
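Cytotoxicity was measured by CellTiter-Glo ATP luminescence after 48 or 72 h compound exposure at 37 °C. Mouse NIH 3T3 fibroblasts were seeded at 400 cells/well and dosed by 23 nL pin transfer.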
IP6K1 inh: Primary qHTS assay for small molecule inhibitors of Inositol hexaphosphate kinase 1 (IP6K1); activity change, % (series mostly up to about 58 µM); Inositol hexakisphosphate kinase 1 (Homo sapiens), Q92551; actives 0.81% (n = 140,000); AID 1645851, 2021; IP6K1 kinase, ADP-Glo luminescence, 2 h; stronger effect = lower value; in the data active = activity change below about -25%
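ADP-Glo luminescence measures ADP made by human IP6K1 during a 2 h RT reaction with ATP/IP6 (mix at 1.3 mM/130 uM); top library doses 57.5 and 19.1 uM final.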
SNCA expr inh: Primary qHTS assay for inhibitors of alpha-synuclein gene (SNCA) expression. actives 0.17% (n = 140,000). Potency, µM (top dose mostly 57.2 µM), for the others: top-dose activity change, negative = inhibition, usual class: inhibitors. HEK-293 SNCA-luciferase knock-in, luminescence, 24 h. AID 1671194, 2021;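 note: potency is the fitted concentration of half-maximal effect; plate controls were DMSO cells for no effect and cell-free wells for full effect; nearly all actives have a fitted effect of over 45% in size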
SNCA viab count: GF-AFC viability counterscreen for inhibitors of alpha-synuclein gene (SNCA) expression; Potency, µM (titrated, usually from 57.1 µM), for the others: top-dose activity change, negative = cytotoxicity, usual class: cytotoxic; AID 1671193, 2021; HEK-293-SNCA-luc viability, GF-AFC fluorescence, 24 h; actives 0.12% (n = 150,000);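 note: potency is the fitted concentration of half-maximal effect; 0% = DMSO-treated cells and -100% = medium-only wells without cells; nearly all actives have a fitted effect of over 30% in size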
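Cytotoxicity counterscreen: after 24 h compound treatment of genome-edited SNCA-luciferase HEK-293 cells, live-cell protease substrate GF-AFC read by fluorescence after 30 min; activity scaled between DMSO (0%) and medium-only (-100%), curves Hill-fitted.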
HEK cytotox: Cytotoxic Profiling in HEK 293 Cell Line of Diverse Libraries Using Quantitative High-Throughput Screening; HEK 293 viability, ATP luminescence (CellTiter-Glo), 48-72 h; Potency, µM (doses to about 115 µM), without a hit: at the top dose activity change, negative = cytotoxicity, hits mostly inhibitors; actives 6.6% (n = 94,000); note: potency is the fitted concentration of half-maximal effect; nearly all actives have a fitted effect of over 60% in size
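CellTiter-Glo luminescence (cellular ATP) was read after 48 or 72 hr of compound exposure at 37 degree Celsius. Cells were HEK 293 plated at 250 cells/well.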
GPT2 inh: Primary qHTS assay for inhibitors of Glutamate pyruvate transaminase 2 (GPT2); Recombinant GPT2, coupled pyruvate oxidase/HRP Amplex Red fluorescence; Alanine aminotransferase 2 (Homo sapiens), Q8TD30; Potency, µM (titrated, usually from 57.7 µM), inactives show top-dose activity change, negative = inhibition, usual class: inhibitors; actives 0.25% (n = 100,000); AID 1671188, 2021; note: potency is the fitted concentration of half-maximal effect; nearly all actives have a fitted effect of over 60% in size; many of its hits are not listed in these tables
Target sequence (Q8TD30 whole entry, looked up): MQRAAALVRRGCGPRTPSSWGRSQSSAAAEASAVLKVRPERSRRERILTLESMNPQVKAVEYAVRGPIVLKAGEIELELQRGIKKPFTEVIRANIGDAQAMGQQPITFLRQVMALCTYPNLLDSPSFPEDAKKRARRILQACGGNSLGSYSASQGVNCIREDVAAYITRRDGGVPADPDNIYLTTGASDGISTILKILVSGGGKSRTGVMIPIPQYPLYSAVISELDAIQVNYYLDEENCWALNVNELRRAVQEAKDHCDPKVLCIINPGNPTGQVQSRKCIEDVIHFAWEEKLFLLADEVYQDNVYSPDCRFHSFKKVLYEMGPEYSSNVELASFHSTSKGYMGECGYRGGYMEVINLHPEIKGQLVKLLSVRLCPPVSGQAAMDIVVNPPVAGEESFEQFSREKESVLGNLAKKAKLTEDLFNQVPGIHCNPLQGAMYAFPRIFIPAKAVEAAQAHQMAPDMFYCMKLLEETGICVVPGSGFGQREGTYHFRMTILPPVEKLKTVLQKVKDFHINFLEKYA
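GPT2 10ng/uL, a-KG 250uM, L-Ala 2mM, HEPES pH7.5 + 0.0001% Tween; 30 min RT. Then Amplex mix (PO/HRP/ThPP), 30 min RT dark, fluorescence. AOA 50uM used as positive control.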
FLuc inh: Firefly luciferase inhibition profiling of diverse chemical library using quantitative high-throughput screening. Luciferin 4-monooxygenase (Photinus pyralis), P08659. purified P. pyralis luciferase, luminescence, biochemical. Potency, µM (titrated, usually from 115 µM), inactives show at the highest dose activity change, negative = inhibition, hits mostly inhibitors. actives 2.5% (n = 76,000). AID 1347043, 2019; note: potency is the fitted concentration of half-maximal effect; nearly all actives have a fitted effect of over 65% in size
Target sequence (P08659 whole entry, looked up): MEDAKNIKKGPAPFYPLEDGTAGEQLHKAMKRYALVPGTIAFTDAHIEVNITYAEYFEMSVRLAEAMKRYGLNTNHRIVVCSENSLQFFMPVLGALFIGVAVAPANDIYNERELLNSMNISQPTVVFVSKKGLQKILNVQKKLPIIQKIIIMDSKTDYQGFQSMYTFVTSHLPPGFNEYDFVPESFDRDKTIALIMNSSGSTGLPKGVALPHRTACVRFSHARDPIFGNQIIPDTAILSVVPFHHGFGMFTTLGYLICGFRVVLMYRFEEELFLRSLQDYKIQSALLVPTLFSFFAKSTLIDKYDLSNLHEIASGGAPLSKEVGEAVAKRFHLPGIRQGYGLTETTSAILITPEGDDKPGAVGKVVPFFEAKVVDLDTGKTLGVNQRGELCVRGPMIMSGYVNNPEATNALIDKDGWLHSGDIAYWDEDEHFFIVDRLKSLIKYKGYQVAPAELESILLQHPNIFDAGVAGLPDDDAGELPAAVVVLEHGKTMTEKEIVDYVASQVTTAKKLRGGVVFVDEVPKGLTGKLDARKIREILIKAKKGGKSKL
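Cell-free enzyme assay, 10nM P. pyralis luciferase, luciferin and ATP each at 10uM. Inhibition profiled over a 6-point titration, read as luminescence.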
Numbers without * were called inactive; i = inactive; ? = inconclusive; · = not tested or not shown; [ ] = dose if it differs, or a comment. Unless noted, calls come from the whole dose curve; as a rule, active = well fitted curve in the direction sought with a large enough effect; inconclusive = small, poorly fitted or top-dose-only effect, or another doubt; inactive = no such curve, though single readings can be large; an effect the other way counts as inactive or inconclusive. Unless noted, % is set by controls: 0 for no effect and ±100 for the full control effect.

entry	mol	3T3 cytotox	IP6K1 inh	SNCA expr inh	SNCA viab count	HEK cytotox	GPT2 inh	FLuc inh
1	Cc1nc2c(c(-c3ccc(Cl)cc3)n1)CN(C(=O)c1ccc(C(F)(F)F)cc1)CC2	?	-4	-14%	-4%	?	2%	5%
2	O=C(NCCc1ccccn1)[C@@H]1C[C@@H](c2ccc(F)cc2)N(CCOc2ccccc2)C1	?	-3	11%[87.6 µM]	-6%[87.6 µM]	?	3%[88.5 µM]	-3%[172 µM]
3	CCOc1ccc(-c2cn3c(n2)sc2cc(C(=O)NCCCc4ccccc4)ccc23)cc1	·	2	55%[activator]	4%	·	·	·
4	COc1cccc(CN2Cc3cc(NC(=O)c4cccc(OC)c4)ccc3OCC2=O)c1	?	-13	-14%	-8%	25µM*	0%	?
5	CCC1(C(=O)NCc2ccc(C)o2)CCCCC(=O)N1 (stereo not drawn)	5%	14	6%	10%	-5%	i	-5%
6	COc1ccc(-c2cn3cc(C(=O)NCc4cccs4)nc3s2)cc1	i	-2	2%	9%	-3%	-11%	·
7	CN1CCC(Oc2ncccc2C(=O)N2CCOCC2)CC1	i	15	-18%	7%	6%	i	0%
8	COc1ccc(-c2noc(-c3cccn3CC(=O)N3CCc4ccccc43)n2)cc1F	2%	30	18%	-7%	1%	i	-1%
9	COc1ccc(C(=O)NCC23CCC=C2N(C)C(=O)CC3)cc1OC (stereo not drawn)	-11%	-1	-16%	-10%	i	i	·
10	COc1ccc(CCC(=O)NC2CCN(C(=O)c3cc4c(=O)[nH]c(C)cn4n3)CC2)cc1	-4%	3	-12%	18%	2%	i	-21%
11	O=C(NCC1CCOCC1)Nc1cccc(Cl)c1	-7%	19	56%[activator]	7%	11%	i	?
12	COCc1noc(CC2CCOC3(CCN(C(=O)c4ccc5cc[nH]c5c4)CC3)C2)n1 (stereo not drawn)	-7%	-10	4%	-6%	-4%	0%	-1%
13	Cc1c(C(=O)N2C[C@@H](C(=O)O)[C@H](c3ccccc3)C2)sc2nc[nH]c(=O)c12	2%	5	5%	8%	-2%	i	-3%
14	Cc1ccccc1NC(=O)Cn1cc(S(=O)(=O)c2ccccc2)c(=O)c2ccccc21	·	-14	13%	9%	·	·	·
15	Cc1cccc(Nc2ccncc2S(=O)(=O)NC(=O)NC(C)C)c1	·	19	15%	11%	·	i	·
16	COc1ccc(Nc2nccc(NCCO)n2)cc1	·	·	176%[activator]	-37%	·	1%	·
17	COC(=O)c1ccc(C2Nc3c(C)cccc3-c3cc(C)nn32)cc1 (stereo not drawn)	·	-14	5%	?	·	·	·
18	Cc1ccc(NC(=O)c2ccc(N3CC4CC(C3)[C@H]3CCCC(=O)N3C4)nc2)c(C)c1 (stereo partly drawn)	i	9	-27%	-12%	0%	?	5%
19	Cc1noc(=O)c2ccc(NC(=O)C(O)(CC(C)(C)c3cccc4c3OCC4)C(F)(F)F)cc12 (stereo not drawn)	·	-14	·	-2%	·	2%	·
20	CCc1ccccc1NC(=O)COC(=O)c1cn(CC)c2nc(C)ccc2c1=O	·	3	25%	19%	·	·	·
21	O=C(c1cc(-c2ccsc2)c2nncn2n1)N1CCOCC1	?	23	-16%[87.6 µM]	8%[87.6 µM]	-7%[172 µM]	i	·
22	O=C(c1cnccn1)N1CC(c2nnc(-c3ccncc3)o2)C2(CCOCC2)C1 (stereo not drawn)	-17%	30	9%	3%	-18%	-10%	-17%
23	CC1CCCN(CCCNC(=O)c2ccc3c(c2)N(Cc2cccc(Cl)c2)C(=O)c2ccccc2S3(=O)=O)C1 (stereo not drawn)	·	-6	?	-15%	·	·	·
24	Cc1noc([C@@H](C)NC(=O)C2CCCCC2)c1C(=O)O	i	13	3%[87.6 µM]	-1%[87.6 µM]	i	-11%[88.5 µM]	2%[230 µM]
25	Cn1ccc2ccc(C(=O)Nc3ccc4c(c3)C(=O)N3CCC[C@H]3C(=O)N4)cc21	?	-2	110%[activator]	-4%	?	i	?

The last 2 entries of the part before come first, to join the parts:
entry	mol	3T3 cytotox	IP6K1 inh	SNCA expr inh	SNCA viab count	HEK cytotox	GPT2 inh	FLuc inh
24	Cc1noc([C@@H](C)NC(=O)C2CCCCC2)c1C(=O)O	i	13	3%[87.6 µM]	-1%[87.6 µM]	i	-11%[88.5 µM]	2%[230 µM]
25	Cn1ccc2ccc(C(=O)Nc3ccc4c(c3)C(=O)N3CCC[C@H]3C(=O)N4)cc21	?	-2	110%[activator]	-4%	?	i	?
26	CCn1c(=O)n(-c2ccc3c(c2)OCO3)c2nc(-c3cc(OC)ccc3OC)nc(C(N)=O)c21	·	31	-15%	5%	·	·	·
27	CCCNC(=O)N1CCCC(c2nn[nH]n2)C1 (stereo not drawn)	i	1	4%	-1%	-4%	i	0%
28	CCCCOc1ccc(C(=O)N2CCCCC2CCN2CCOCC2)cc1 (stereo not drawn)	·	-16	-4%	-9%	·	·	·
29	Cc1nnsc1C(=O)Oc1ccccc1Cl	·	-13	1%	-3%	·	·	·
30	O[C@]12CCNC[C@H]1CN(Cc1ccc(C(F)(F)F)cc1F)CC2	4%	18	-16%	0%	-6%	i	0%
31	C[C@H]1[C@H](O)O[C@@H]2O[C@@]3(C)CC[C@@H]4[C@H](C)CC[C@@H]1[C@@]24OO3	·	·	?	?	·	i	·
32	Cc1cccc(-n2c3nc(=O)[nH]c(=O)c-3cc3c(C)nn(-c4ccccc4)c32)c1C	·	2	1%	-2%	·	·	·
33	Cc1ccc2[nH]cc(C(c3ccccc3)c3cccs3)c2c1 (stereo not drawn)	·	14	?	-9%	·	·	·
34	O=C1CCN(Cc2cccnc2)CCCC(C(=O)N2CCN(Cc3ccccc3F)CC2)CCN1 (stereo not drawn)	-20%	9	0%	-2%	?	i	3%
35	CC(=O)Oc1c(-c2ccc(NC(=O)c3ccccc3)cc2)c(-c2cccc(F)c2)nn1-c1ccccc1	-22%	10	-3%	1%	-19%	?	-4%
36	COc1cc(Nc2nc(-c3ccc(OC)c(OC)c3)nc3ccccc23)cc(OC)c1	·	17	-21%	?	·	·	·
37	COCCOc1ccc2c(n1)CCN(C(=O)Cc1ccc(C)cc1)C2	-3%	15	-5%	0%[12.5 µM]	0%	-14%	?
38	CCC(CC)C(=O)N1CCc2nc(OCCOC)ccc2C1	-27%	-11	30%	13%[12.5 µM]	0%	4%	-17%
39	COc1cc(NC(=O)Cn2c(N(C)Cc3ccccc3)nc(C)cc2=O)cc(OC)c1OC	?	-3	-15%	2%	?	-10%	2%
40	Cn1ncc2c(C(=O)NCc3ccccc3Cl)cc(-c3ccccc3F)nc21	?	6	·	·	?	·	·
41	O=C(NCCC1=CCCCC1)C1CCN(C(=O)c2ncn3c2COC(c2ccc(F)cc2)C3)CC1 (stereo not drawn)	-23%	-4	?	?	-13%	i	22µM*
42	CCC(C)NC(=O)c1ccc2nc(Cc3ccccc3)oc2c1 (stereo not drawn)	·	-15	51%[activator]	-8%	·	·	·
43	CN(CC#N)C(=O)c1cc(-c2ccccc2C(F)(F)F)nc2c1cnn2C	-25%	3	·	·	-3%	·	·
44	O=C1N2CCCC2CN1C1CCN(Cc2ccccc2)CC1 (stereo not drawn)	-21%[138 µM]	2	20%[87.6 µM]	4%[87.6 µM]	?	1%[88.5 µM]	6%[172 µM]
45	CS(=O)(=O)Nc1ccc([C@H]2OCC(=O)N(C3CCOCC3)[C@@H]2CO)cc1	-7%[138 µM]	-2	-11%[87.6 µM]	3%[87.6 µM]	-1%[172 µM]	1%[88.5 µM]	-3%[172 µM]
46	Cc1ccccc1-c1nn2c(=O)cc(CN3CCN(C(=O)c4ccc(C(C)(C)C)cc4)CC3)nc2s1	·	7	-12%	1%	·	·	·
47	CC(=O)c1cccc(NC(=O)CN2C(=O)NC3(CCC(C)CC3)C2=O)c1 (stereo not drawn)	-20%	-9	2%	-6%	-19%	5%	8%
48	CCOc1ccccc1NC(=O)Cn1nnc(C(=O)NCc2ccc(F)cc2)c1N	·	-6	-14%	1%	·	·	·
49	CC(=O)N1CCC(C(=O)N2CCCC2c2nc3ccncc3[nH]2)CC1 (stereo not drawn)	5%	-9	-14%	-6%	i	i	·
50	Cc1ccc(CN2CCC3CC(=O)NCCC3C2)cc1 (stereo not drawn)	i	-14	-19%[87.6 µM]	3%[87.6 µM]	i	i	·

Complete entries as entered above.
COc1cc(Nc2nc(-c3ccc(OC)c(OC)c3)nc3ccccc23)cc(OC)c1 is listed as 3T3 cytotox = ·; IP6K1 inh = 17; SNCA expr inh = -21%; SNCA viab count = ?; HEK cytotox = ·; GPT2 inh = ·; FLuc inh = ·
Cn1ncc2c(C(=O)NCc3ccccc3Cl)cc(-c3ccccc3F)nc21 is listed as 3T3 cytotox = ?; IP6K1 inh = 6; SNCA expr inh = ·; SNCA viab count = ·; HEK cytotox = ?; GPT2 inh = ·; FLuc inh = ·

(listing goes on)
entry	mol	3T3 cytotox	IP6K1 inh	SNCA expr inh	SNCA viab count	HEK cytotox	GPT2 inh	FLuc inh
51	CCCNC(=O)COCc1cc(-c2ccc(F)cc2)on1	·	13	40%[activator]	2%	·	·	·
52	CCCn1c(=N)c(C(=O)NC2CCCCC2)cc2c(=O)n3cc(C)ccc3nc21	·	14	14%	?	·	·	·
53	CCOc1cc(C2C(C(=O)OC)=C(C)NC3=C2C(=O)c2ccccc23)ccc1O (stereo not drawn)	·	-1	96%[activator]	?	·	·	·
54	CCS(=O)(=O)Nc1ccc(C2(C(=O)NCc3ccc(F)cc3F)CCCCC2)cc1	-23%	-3	-8%	-8%	-19%	-10%	-1%
55	Cc1ccccc1NC(=O)CCS(=O)(=O)c1cc(Br)cc2c1N(C(=O)C1CC1)CC2	·	-8	-21%	2%	·	·	·
56	Cc1cc(C(=O)N2CCC(Cc3ccc(COCc4ccncc4)cc3)CC2)n(C)n1	?	5	-25%	-4%	?	-10%	·
57	COCCOC1CCOC2(CCN(C(=O)c3cccc(F)c3)CC2)C1 (stereo not drawn)	1%	-11	-6%	5%[12.5 µM]	9%	i	-4%
58	CCOCCNC(=O)c1cc(-c2ccc(Cl)cc2Cl)nc2c1cnn2C	?	-1	2%	-4%	?	-17%	·
59	COc1cccc(C(=O)N2CCC3(CC2)N=C(c2ccc(Cl)cc2)NO3)c1	?	-13	-2%	-1%	?	2%	-9%
60	Cc1ccc(Cc2c(C)nc3nc(SCC(=O)NC(C)c4ccccc4)nn3c2C)cc1 (stereo not drawn)	·	-9	?	-9%	·	·	·
61	COc1ccccc1C(=O)Nc1ccc2nc(N3CCC(C)CC3)cc(C)c2c1	·	-5	-24%	-22%	·	·	·

Screening results as filed in PubChem.

A portion of the library; rates above refer to the full screens.
